CHRM4 agonist – human M4 muscarinic receptor agonists, primary screen, CHO-K1 cells, Fluo-8 calcium fluorescence | Muscarinic acetylcholine receptor M4 (Homo sapiens), P08173 | CHO-K1 hM4/Gqi5; vehicle 0%, full acetylcholine response 100% | activation, % at 3 µM | 0.14% of 360,000 active | AID 624127, 2012;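 active = activation above the run mean over all test wells plus 3 SD, cut at about 32% in these data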;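 also: peak over basal fluorescence ratio per well then scaled between controls; 0% = DMSO wells and 100% = acetylcholine at EC100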
Target sequence (P08173 whole entry, looked up): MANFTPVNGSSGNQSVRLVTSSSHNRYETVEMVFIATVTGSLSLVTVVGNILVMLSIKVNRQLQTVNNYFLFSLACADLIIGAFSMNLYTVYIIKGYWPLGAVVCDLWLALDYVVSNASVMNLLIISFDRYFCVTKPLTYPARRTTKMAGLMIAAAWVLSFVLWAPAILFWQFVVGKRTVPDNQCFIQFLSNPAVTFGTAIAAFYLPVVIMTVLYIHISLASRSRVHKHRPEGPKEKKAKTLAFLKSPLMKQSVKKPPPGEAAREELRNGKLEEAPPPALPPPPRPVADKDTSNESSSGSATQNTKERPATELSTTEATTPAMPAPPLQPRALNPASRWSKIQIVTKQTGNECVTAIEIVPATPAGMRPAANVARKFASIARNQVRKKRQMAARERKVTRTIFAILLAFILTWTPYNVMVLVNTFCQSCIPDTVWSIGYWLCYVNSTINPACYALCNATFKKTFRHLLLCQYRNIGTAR
CHRM1 agonist – human M1 muscarinic receptor agonists, primary screen, Fluo-8 calcium fluorescence, CHO-K1 cells, HTS; CHO-K1 hM1, agonist mode; 0% DMSO, 100% acetylcholine EC100; 0.33% of 360,000 active; AID 588814, 2011; activation, % at 3 µM;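 active = activation above the run's mean compound activation plus 3 SD, cut at about 16% in these data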;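 also: peak over basal fluorescence ratio within a 140 s kinetic read after compound addition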
Target sequence (P11229 whole entry, looked up): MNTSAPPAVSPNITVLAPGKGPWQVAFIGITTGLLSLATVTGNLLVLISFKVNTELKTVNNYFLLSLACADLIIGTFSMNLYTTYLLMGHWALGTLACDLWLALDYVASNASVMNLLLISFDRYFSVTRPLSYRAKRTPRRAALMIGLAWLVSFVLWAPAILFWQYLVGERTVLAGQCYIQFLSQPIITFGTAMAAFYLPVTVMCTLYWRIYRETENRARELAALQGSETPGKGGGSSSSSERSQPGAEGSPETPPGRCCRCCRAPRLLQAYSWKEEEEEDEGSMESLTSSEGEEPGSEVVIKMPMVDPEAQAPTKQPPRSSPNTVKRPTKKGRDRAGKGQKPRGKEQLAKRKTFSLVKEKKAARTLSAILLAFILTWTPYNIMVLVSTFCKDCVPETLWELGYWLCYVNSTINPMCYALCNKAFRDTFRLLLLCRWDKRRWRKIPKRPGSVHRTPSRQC
CHO parental Ca – ATP-evoked calcium signal inhibitors, parental CHO, primary screen, counter-screen for OX1R antagonist project, cell-based, fluorescence, Fluo-8 calcium dye; parental CHO-K1, ATP-induced calcium, Fluo-8 fluorescence; inhibition, % at 5.6 µM; 0.63% of 330,000 active; AID 463079, 2010;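 active = inhibition above that plate's mean sample inhibition plus 3 SD, cut at about 26% in these data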;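 also: 0% = ATP-challenged DMSO wells and 100% = DMSO wells without ATP; some compounds past the cut are filed as inactive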
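Measured by: calcium-sensitive Fluo-8 fluorescence / Test system: CHO parental line / Controls: ATP-challenged DMSO wells low, unchallenged DMSO wells high / Measure: % inhibition / Compound: single nominal dose of 5.6 µM per compound / Replicates: single well per compound, no replicates / Reagent: ATP as calcium-mobilizing challenge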
OXTR potentiate – human OXTR potentiators, primary screen, fluorescence, CHO-OTR cells, Fluo-8 calcium | Oxytocin receptor (Homo sapiens), P30559 | Fluo-8 calcium fluorescence, potentiator mode; 0% = oxytocin EC15, 100% = EC100 | activation, % at 3 µM | 0.061% of 320,000 active | AID 2445, 2010;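 active = activation above that plate's cutoff, the mean activation of tested compounds plus 3 SD, cut at about 6.6% in these data, passing the limit was not always enough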;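 also: 100% uses oxytocin at 75 nM as the full agonist control; some results filed as inactive read as strong as hits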
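Replication – single well per compound, singlicate · Assay system – CHO cell line stably expressing human OTR · Timing – 6 min pre-incubation, 100 s read · Measure – normalized max/min fluorescence ratio, % activation · Doses – 3.0 µM, one dose · Detection – Fluo-8 calcium dye fluorescence · Probe or stimulus – oxytocin near EC15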
CHRM1 PAM – human M1 muscarinic receptor positive allosteric modulators, primary screen, CHO-K1 cells, Fluo-8 calcium fluorescence, 1536-well; Muscarinic acetylcholine receptor M1 (Homo sapiens), P11229; CHO-K1 hM1, ACh EC20; 0% = ACh EC20, 100% = maximal ACh; activation, % at 3 µM; 0.088% of 360,000 active; in the data active = activation above about 19%, passing the limit was not always enough
CHO-K1 Ca antag – M1 antagonist counterscreen hit in parental CHO-K1 cells; ATP-induced calcium, Fluo-8 fluorescence; inhibition, % at 3 µM; AID 602250; 0.6% of 360,000 active;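 active = inhibition above a per-plate cutoff, the plate's mean sample inhibition plus 3 SD, cut at about 24% in these data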;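 also: 0% = DMSO plus EC80 ATP and 100% = DMSO alone without ATP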
M1 ag parental – counter-screen for M1 agonists: effect in parental CHO-K1 cells; Fluo-8 calcium fluorescence; scaled to maximal ATP response, vehicle zero; activation, % at 3 µM; AID 602248, 2012; 0.48% of 360,000 active; in the data active = activation above about 15%;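 also: untransfected CHO-K1 host cells lacking M1 receptor as counterscreen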
CHRM1 antagonist – human M1 muscarinic receptor antagonists, primary screen, CHO-K1 cells, Fluo-8 calcium fluorescence, 1536-well; inhibition, % at 3 µM; CHO-K1 hM1, ACh EC80 antagonist; Muscarinic acetylcholine receptor M1 (Homo sapiens), P11229; 1.3% of 360,000 active;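 active = percent inhibition above its own plate's cutoff, namely the mean of that plate's compound wells plus 3 SD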;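 also: peak over basal fluorescence ratio during 140 s after agonist addition; 0% = ACh EC80 plus DMSO and 100% = DMSO alone without agonist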
CHRM4 antagonist – human M4 muscarinic receptor antagonists, primary screen, CHO cells, Fluo-8 calcium fluorescence. 0.73% of 360,000 active. inhibition, % at 3 µM. AID 624125, 2012. CHO-hM4 cells, ACh EC80;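 active = inhibition above its plate's cutoff, the mean inhibition of sample wells plus 3 SD, cut at about 27% in these data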;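 also: 0% = acetylcholine EC80 with DMSO and 100% = DMSO without agonist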
The depositor's hits bear a star; · = not tested or not shown. This is a subset. The share of hits here may be higher or lower than overall.

SMILES	CHRM4 agonist	CHRM1 agonist	CHO parental Ca	OXTR potentiate	CHRM1 PAM	CHO-K1 Ca antag	M1 ag parental	CHRM1 antagonist	CHRM4 antagonist
CC(C)CN1CCN(Cc2ccccc2C(F)(F)F)CC1CCO (configuration not stated)	1	-7	-19	-10	-2	11	0.3	13	6
Cn1c(=O)c2c(ncn2CCCl)n(C)c1=O	1	8	-7	-1	6	-2	-0.5	-19	-20
CC1([N+](=O)[O-])COP(=O)(Nc2cccc(F)c2)OC1 (configuration not stated)	2	1	·	·	10	-6	1.0	-17	-9
CN(C)c1cc[n+](CC(O)C[n+]2ccc(N(C)C)cc2)cc1	0	-10	-2	-5	-5	-1	0.1	3	4
CCCCn1c(O)c(C(C)=NCc2cccnc2)c(=O)[nH]c1=O	1	-5	-4	2	11	-16	0.9	-14	5
O=[N+]([O-])/C=C1/NCCN1Cc1ccc(Cl)nc1	0	-5	-2	-7	-5	26*	-0.4	8	-5
C=CCn1c(O)c(C(C)=Nc2ccc(N(C)C)cc2)c(=O)[nH]c1=O	2	-4	-1	-7	5	17	0.1	-6	7
Cc1cc(C)cc(N2C(=O)NC(=O)/C(=C\c3cccn3-c3ccc(Cl)cc3)C2=O)c1	0	1	-8	-9	8	-6	0.2	-13	4
C[n+]1c(-c2ccccc2)c2cc(N)ccc2c2ccc(N)cc21	11	1	-2	1	-19	1	6.2	9	16
Cc1ccc2c(c1Cl)NC(C(=O)O)C1CC(Sc3ccccc3[N+](=O)[O-])C(Cl)C21 (configuration not stated)	0	-1	-11	-2	7	-13	0.3	-10	-16
COC(=O)C1=C(c2ccc(C(C)=O)cc2)C[C@@H]2CC[C@H]1N2C(=O)N1CCC(O)(c2ccc(Cl)cc2)CC1	4	-4	-10	-4	7	7	-0.5	-12	0
Clc1cccc(Cl)c1Cl	1	-1	-13	3	8	-16	0.1	-15	4
Cc1ccsc1C(=O)C1CCCN(Cc2ccccc2O)C1 (configuration not stated)	0	-6	-31	-6	8	-17	-0.3	-10	-5
CCCC1(CC(C)CC)C(=O)NC(=O)NC1=O (configuration not stated)	0	-4	·	·	0	-4	0.5	-8	-6
Cn1c(O)c(/C=C/C=Nc2ccccc2)c(=O)n(C)c1=O	2	-4	-9	-6	-3	-6	3.0	0	0
CC(Cc1ccccc1)NCc1ccccc1O (configuration not stated)	0	-8	6	-14	7	-16	2.1	1	0
O=c1[nH]c2ccccc2n1C1CCN(C(c2cccc3ccccc23)c2nnnn2-c2ccc3c(c2)OCCO3)CC1 (configuration not stated)	20	0	·	·	-5	-21	9.1	2	24
N#CC(Br)Br	1	2	-11	-6	14	-15	-0.4	-4	-9
COC(=O)C1=C(c2ccccc2)C[C@@H]2CC[C@H]1N2C(=O)NCC1CC1	2	-8	-12	-4	6	-14	0.1	2	2
CC(=O)Nc1ccccc1C(=O)OCC(=O)c1ccc2c(c1)OCCO2	0	-5	-11	-5	5	2	0.8	-2	6
Cc1ccc(OCC(=O)NCCN2CCN(C(=O)COc3ccc(C)cc3)CC2)cc1	13	-1	-9	-8	-1	-1	5.3	10	4
COC(=O)C1=C(c2cc3ccccc3s2)C[C@@H]2CC[C@H]1N2C	3	-8	-21	3	-2	-11	0.6	-11	-13
CN1Cc2cnnn2-c2ccccc2C1C#N (configuration not stated)	-1	-4	·	·	-2	8	-0.2	3	10
CN1CCC(c2c[nH]c3ccc(O)cc23)CC1	1	-3	·	·	7	-15	0.3	-35	-7
CSc1ncc(/C=C2/C(=O)NC(=O)N(c3ccc(Cl)cc3)C2=O)cn1	2	-2	·	·	-5	9	15	4	-2
C=C(C)[C@@]12OC3(c4ccccc4)O[C@@H]1C1[C@@H]4O[C@]4(CO)[C@@H](O)[C@]4(O)C(=O)C(C)=C[C@H]4[C@@]1(O3)[C@H](C)[C@H]2OC(=O)/C=C/C=C/c1ccccc1 (some centres not stated)	2	-7	-15	-9	-32	-1	1.4	43*	-13
CCCCc1cc(=O)oc2cc(OCC(=O)N3C[C@H]4C[C@@H](C3)c3cccc(=O)n3C4)c(Cl)cc12	0	-14	-22	5	0	5	-0.5	-6	9
Cc1nc2ccccc2c(=O)n1-c1ccc(C(=O)O)cc1	0	0	-3	0	1	3	0.3	1	-3
CC1=NN(c2ccccc2)C(=O)C1/C=C1\C(=O)NC(=O)N(c2cc(C)cc(C)c2)C1=O (configuration not stated)	1	0	-13	-12	7	3	0.5	7	7
CCOC(=O)C1=C(C)OC(N)=C(C#N)C12C(=O)N(C)c1ccccc12 (configuration not stated)	1	-3	7	-2	7	11	4.6	-5	3
CN(C)CC1CCCCC1=O (configuration not stated)	1	-3	2	-5	2	-11	0.7	-7	1
CCCC(=O)NC(Oc1ccc(C(C)=O)cc1)C(Cl)(Cl)Cl (configuration not stated)	2	-12	-3	4	0	-20	0.6	-1	-1
CC1(C)CC(=O)C=C(NCCN2CCN(C(=O)Cc3ccc(Cl)cc3)CC2)C1	1	-5	-26	-12	-3	-9	0.6	1	-2
C=CCN1C(=O)NC(=O)/C(=C/c2c(CCN(C)C(=O)c3ccccc3)cc3c(c2OC)OCO3)C1=O	1	-2	-19	3	-5	0	0.9	3	-3
COc1ccc(-c2cc(C(F)(F)F)n3nc(C(=O)N4CCC5(CC4)OCCO5)cc3n2)cc1OC	1	-3	-3	-3	3	-14	0.2	-13	-11
CCOc1ccc(C(=O)OC2CC3CCC(C2)N3C)cc1 (configuration not stated)	1	-12	-4	-5	-16	-2	1.0	5	4
CSc1ccccc1NP1(=O)OCC(C)([N+](=O)[O-])CO1 (configuration not stated)	1	0	·	·	-1	-9	1.1	-14	-5
COc1ccc(C(O)C(C)NC(C)C(O)c2ccc(OC)cc2)cc1 (configuration not stated)	1	-2	-20	-1	12	11	0.1	-10	-10
FC(F)(F)c1ccc2c(c1)N(CCCN1CCN(CCCl)CC1)c1ccccc1S2	2	-5	-6	-12	-18	4	0.5	42*	8
OC(CNCCc1c[nH]c2ccccc12)C(F)(F)F (configuration not stated)	0	-4	-15	-25	5	-12	1.4	-2	-3
COc1ccc(C(c2nnnn2-c2ccc3c(c2)OCCO3)N2CCC(n3c(=O)[nH]c4ccccc43)CC2)cc1 (configuration not stated)	17	2	·	·	-7	-6	6.0	-6	24
CCC(COC(=O)NC)NC(=O)Oc1cccc(C)c1 (configuration not stated)	0	-3	4	-12	8	-8	0.4	-10	-12
CC(N)C(=O)NC1C2C(=C(O)CC(O)C2O)C(=O)OC1(C)C(Cl)Cl (configuration not stated)	0	0	·	·	4	-6	-0.7	-5	-9
CCC(=Nc1cccc(C(F)(F)F)c1)c1c(O)n(C)c(=O)n(C)c1=O	0	-1	-10	0	6	-2	1.0	-11	-6
O=C(Cc1ccccc1[N+](=O)[O-])N1CCN(Cc2ccc3c(c2)OCO3)CC1	3	-7	-12	-16	-2	-3	1.1	5	1
COC(=O)C1=C(c2ccc(OC(F)(F)F)cc2)C[C@@H]2CC[C@H]1N2C(=O)NC1CCCCC1	0	-1	-32	-3	14	-5	-1.0	-5	-9
Cn1cccc1CNCCc1ccccc1F	0	-8	-15	-2	4	-14	0.3	-8	4
Cc1cccn2c(=O)c3cc(C(=O)N4CCC5(CC4)OCCO5)n(C)c3nc12	1	-3	-13	-9	7	-6	0.5	3	7

Overlap with the part before: two compounds, followed by the next part.
SMILES	CHRM4 agonist	CHRM1 agonist	CHO parental Ca	OXTR potentiate	CHRM1 PAM	CHO-K1 Ca antag	M1 ag parental	CHRM1 antagonist	CHRM4 antagonist
Cn1cccc1CNCCc1ccccc1F	0	-8	-15	-2	4	-14	0.3	-8	4
Cc1cccn2c(=O)c3cc(C(=O)N4CCC5(CC4)OCCO5)n(C)c3nc12	1	-3	-13	-9	7	-6	0.5	3	7
CC(C)(C)[C@]1(O)C[C@@H]2OC(=O)C[C@@]23C(=O)O[C@@H]2OC(=O)[C@@H](O)C213 (some centres not stated)	1	12	-5	1	15	-17	0.5	14	-11
CCOC(=O)[C@]12Cc3c(cc(OC)c(OC)c3OC)[C@H]1N(C(C)C)C(=O)c1ccccc12	-1	·	·	·	·	3	1.1	·	3
CCCCn1nnnc1C(CCSC)N1CCC(n2c(=O)[nH]c3ccccc32)CC1 (configuration not stated)	27	2	·	·	-3	-1	8.2	-10	15
Cc1ccccc1-n1c(C)nc2ccccc2c1=O	1	-9	-3	1	11	-2	0.6	-6	-2
Cc1ccc(N2C(=O)NC(=O)C(CCc3ccncc3)(Cc3cccc(Cl)c3Cl)C2=O)cc1 (configuration not stated)	1	-4	-7	-4	7	-11	1.3	-6	-3
COc1ccc(O)c(CN2CCCC(C(=O)c3ccccc3SC)C2)c1 (configuration not stated)	1	-15	-26	-6	-8	-15	1.9	9	0
CC[C@H]1CN(C)C[C@@]2(C(=O)OC)Cc3c([nH]c4ccccc34)C(=O)C[C@@H]12	0	-4	-9	-1	-2	-3	0.1	-9	-8
Cc1ccccc1CN1CCNCC1	1	-7	-10	-2	1	-11	0.4	0	-2
COc1ccc(C(=O)N/N=C/C23CC[C@@H](O)CC2(O)CC[C@@H]2[C@@H]3CCC3(C)C(C4=CC(=O)OC4)CCC23O)cc1 (some centres not stated)	0	-3	-3	-5	2	0	0.2	-1	2
Clc1ccccc1C1=NCc2nncn2-c2sc(Br)cc21	0	-3	2	-6	9	-3	0.2	-10	11
Cc1[nH]n(-c2ccccc2)c(=O)c1C(c1ccc([N+](=O)[O-])cc1)c1c(C)[nH]n(-c2ccccc2)c1=O	17	-3	-4	-11	-5	9	11	12	7
CC(C)(OOC1(c2ccccc2)NC(=O)c2ccccc21)c1ccccc1 (configuration not stated)	-3	·	·	·	·	-12	-0.7	·	3
COc1ccccc1N1CCN(Cc2ccc(Cl)cc2Cl)CC1	-2	-8	-21	-1	9	-20	0.8	-19	-1
C=CCn1c(O)c(C(CC)=NCC2CCCO2)c(=O)[nH]c1=O (configuration not stated)	1	-1	-20	-9	1	-3	0.4	8	-3
COC(=O)c1ccc(C(C(=O)NC2CCCCC2)N(CCN2CCOCC2)C(=O)Cc2cccs2)cc1 (configuration not stated)	3	0	-13	-4	4	1	0.1	6	-2
CC(C)(C)n1nnnc1C(C1CC1)N1CCC(n2c(=O)[nH]c3ccccc32)CC1 (configuration not stated)	4	-5	·	·	-8	-5	1.7	5	7
COc1cc2cc(C(=O)N3CC(COS(C)(=O)=O)c4ccc(O)cc43)[nH]c2c(OC)c1OC (configuration not stated)	6	0	·	·	-1	-11	0.2	-4	2
Cn1c(=O)n(CC(=O)N2CCC3(CC2)OCCO3)c(=O)c2ccccc21	1	3	-1	-9	25*	-19	0.3	-64	-1

Compound activity as filed in PubChem.
